Bioassay records as filed in PubChem.
SENP8 block-1: SENP8 (human) protease inhibition; Q96LD8; recombinant SENP8, Nedd8 substrate fluorescence; inhibition, % at 20 µM; 360,000 tested, 0.64% active; AID 602440; in the data active = inhibition mostly above about 40%, no sharp cut-off; inactive = mostly below about 27%
SENP6 block: inhibitors of human SENP6 protease; 330,000 tested, 1.8% active; AID 2599; Recombinant SENP6 catalytic domain, aminoluciferin luminescence; inhibition, % at 10 µM;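 active = inhibition above about 50% at the single tested dose, limit read from the data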;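 also: plate controls were DMSO wells with enzyme for no effect and DMSO wells lacking enzyme for full effect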
SENP7 block: SENP7 protease inhibition; Q9BQF6; recombinant SENP7, Z-RLRGG-aminoluciferin luminescence, 40 min; inhibition, % at 5 µM; 330,000 tested, 1.5% active; AID 434973;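 active = inhibition above about 50% at the single test dose, limit read from the data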;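 also: plate controls were DMSO with enzyme for no effect and no enzyme buffer wells for full effect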
PfGluPho inh: PfG6PD (Plasmodium falciparum) enzyme inhibition; PfGluPho enzyme, NADPH resazurin-diaphorase fluorescence; inhibition, % at 20 µM; 350,000 tested, 0.78% active;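 active = inhibition reaching at least a set limit at 20 µM in the primary screen, cut at about 59% in these data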;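 also: 0% = DMSO wells with substrate and 100% = DMSO wells lacking glucose-6-phosphate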
HKDC1 inh: blocks human hexokinase HKDC1 activity; inhibition, % at 20 µM; 340,000 tested, 0.16% active; recombinant HKDC1, G6PDH/diaphorase resazurin coupled fluorescence;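 active = inhibition above about 35% when tested at 20 µM, limit read from the data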;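 also: plate controls were DMSO wells with enzyme for no effect and DMSO wells lacking enzyme for full effect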
Target sequence (Q2TB90 whole entry, looked up): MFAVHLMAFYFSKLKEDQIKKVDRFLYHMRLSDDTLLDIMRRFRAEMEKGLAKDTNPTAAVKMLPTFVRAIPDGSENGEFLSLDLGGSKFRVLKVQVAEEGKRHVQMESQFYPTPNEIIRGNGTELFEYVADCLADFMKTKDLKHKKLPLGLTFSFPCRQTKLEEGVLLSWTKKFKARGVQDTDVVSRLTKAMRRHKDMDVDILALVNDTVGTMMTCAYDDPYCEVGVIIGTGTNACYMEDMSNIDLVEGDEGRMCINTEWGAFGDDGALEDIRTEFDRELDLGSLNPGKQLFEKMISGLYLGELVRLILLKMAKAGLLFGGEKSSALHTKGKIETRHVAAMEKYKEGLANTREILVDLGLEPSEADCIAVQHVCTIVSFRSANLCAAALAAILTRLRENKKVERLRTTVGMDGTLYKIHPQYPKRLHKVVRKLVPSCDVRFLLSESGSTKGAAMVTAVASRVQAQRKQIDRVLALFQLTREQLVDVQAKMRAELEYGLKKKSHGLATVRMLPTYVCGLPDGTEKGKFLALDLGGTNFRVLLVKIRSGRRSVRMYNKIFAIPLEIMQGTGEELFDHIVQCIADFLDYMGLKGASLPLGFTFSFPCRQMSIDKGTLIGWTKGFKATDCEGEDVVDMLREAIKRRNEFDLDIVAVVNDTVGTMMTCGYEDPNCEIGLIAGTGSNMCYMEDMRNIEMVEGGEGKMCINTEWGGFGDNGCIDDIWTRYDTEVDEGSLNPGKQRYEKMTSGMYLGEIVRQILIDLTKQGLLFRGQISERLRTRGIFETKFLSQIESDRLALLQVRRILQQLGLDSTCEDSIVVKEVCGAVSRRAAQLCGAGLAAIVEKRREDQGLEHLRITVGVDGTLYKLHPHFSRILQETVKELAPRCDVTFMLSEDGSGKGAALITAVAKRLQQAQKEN
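Test system: recombinant HKDC1 (HK5) hexokinase enzyme, produced in-house; Amount: enzyme 5 µg/mL final; Buffer or medium: Tris pH 8.0 buffer with MgCl2, Tween-20, BSA, BME; Reagent: glucose and ATP substrates; Doses: 20 µM test compound, 1% DMSO; Incubation: 90 min reaction incubation at room temperature, dark; Detection: resorufin fluorescence at 613 nm.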
Apaf-1 inh: blocks human Apaf-1 apoptosome activity. reconstituted apoptosome caspase-3 activity, DEVD-Rh110 fluorescence. 330,000 tested, 0.71% active. inhibition, % at 20 µM. O14727; active = inhibition of at least 40% at 20 µM;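 also: plate controls were DMSO wells for no effect and DEVD-CHO caspase inhibitor wells for full effect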
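System: reconstituted apoptosome with Apaf-1, cytochrome c, caspase-9, procaspase-3, dATP; Signal: Rh110 fluorescence intensity; Schedule: 30 min compound preincubation, 50 min activation, room temperature; Reagent: cytochrome c trigger plus (Z-DEVD)2-Rh110 caspase-3 substrate.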
SENP8 block-2: SENP8 protease inhibition | Q96LD8 | purified SENP8, Z-RLRGG-aminoluciferin cleavage, luminescence | inhibition, % at 10 µM | 330,000 tested, 1.2% active | AID 2540; in the data active = inhibition above about 50%
SENP1 inh: blocks the human SENP1 SUMO protease catalytic domain | Q9P0U3 | recombinant SENP1 catalytic domain, CyPet-SUMO1-YPet FRET cleavage | inhibition, % at 10 µM | 360,000 tested, 0.21% active;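 active = inhibition at least 30% at 10 µM, raw YFP signal under a set limit, fluorescence ratio 0.5 to 1.5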;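 also: 0% = enzyme with DMSO and 100% = no enzyme wells; some results filed as inactive read as strong as hits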
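Test system: hSENP1 catalytic domain, recombinant; Amount: 20 pM final SENP1 enzyme; Medium: Tris pH 8 buffer plus EDTA, NaCl, BME, BSA, NP40, catalase; Schedule: 50 min enzyme reaction, room temperature, light-protected; Technique: FRET fluorescence in CFP and YFP emission channels; Controls: no-enzyme wells low, DMSO-plus-enzyme wells high control.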
Numbers without * were called inactive; x = not tested or not shown.

SMILES	SENP8 block-1	SENP6 block	SENP7 block	PfGluPho inh	HKDC1 inh	Apaf-1 inh	SENP8 block-2	SENP1 inh
Cc1ccc(N2C(=O)c3ccccc3C2Nc2cccnc2)nc1 (stereo not drawn)	3.6	7.2	-8.4	8.1	-0.2	-4.1	11.6	0.9
O=C(O)CCCCCNS(=O)(=O)c1cccc2nsnc12	14.4	-7.0	0.8	-18.2	-4.5	-2.8	0.0	2.0
Cc1cccc(N(CC(=O)Nc2cccnc2)S(C)(=O)=O)c1	37.0	-14.2	6.3	15.7	-1.0	-11.9	-6.7	3.3
Nc1nc2ccc([N+](=O)[O-])c(N)c2s1	38.0	1.9	1.8	37.8	11.0	7.1	3.8	2.9
CC(C)CN(CC(C)C)S(=O)(=O)N1CCC(C(=O)NCCc2ccc(Cl)cc2)CC1	9.5	-1.6	6.3	-2.1	0.9	15.8	2.6	-0.5
Cc1ccc(O)c(C(=O)c2cc(C(=O)NCCc3ccccc3)c(=O)n(CCc3ccccc3)c2)c1	-41.9	9.1	-2.2	3.4	-2.0	11.6	2.6	-40.1
O=C1c2ccccc2NC(c2ccccc2)N1/N=C/c1ccccc1 (stereo not drawn)	-337.4	-5.1	12.4	2.2	2.9	-1.9	-10.4	-13.4
COc1ccccc1NC(=S)N1CCCC1	7.4	4.7	2.2	0.4	3.7	0.8	-3.2	0.5
CCOc1ccc(-n2c(N)c(C(=O)NCc3ccco3)sc2=S)cc1	34.1	7.8	0.5	85.4*	-1.6	4.3	1.8	0.7
CCc1ccc(O)c(N=Cc2cccc(C)c2O)c1	18.9	9.1	-4.3	26.7	-7.5	3.3	-3.8	19.1

An excerpt from above, limited to SENP6 block:
SMILES	SENP6 block
CCOc1ccc(-n2c(N)c(C(=O)NCc3ccco3)sc2=S)cc1	7.8
CCc1ccc(O)c(N=Cc2cccc(C)c2O)c1	9.1

Returning to the listing, starting three compounds before the break.
SMILES	SENP8 block-1	SENP6 block	SENP7 block	PfGluPho inh	HKDC1 inh	Apaf-1 inh	SENP8 block-2	SENP1 inh
COc1ccccc1NC(=S)N1CCCC1	7.4	4.7	2.2	0.4	3.7	0.8	-3.2	0.5
CCOc1ccc(-n2c(N)c(C(=O)NCc3ccco3)sc2=S)cc1	34.1	7.8	0.5	85.4*	-1.6	4.3	1.8	0.7
CCc1ccc(O)c(N=Cc2cccc(C)c2O)c1	18.9	9.1	-4.3	26.7	-7.5	3.3	-3.8	19.1
O=C(NCc1cccnc1)c1ccccc1-c1ccccc1	1.9	-4.8	-4.0	-10.3	-1.6	-6.3	-4.1	-2.1
Cc1cc(C)cc(NC(=O)C(OC(=O)c2ccc(O)cc2)c2ccccc2)c1 (stereo not drawn)	6.8	-7.3	-2.8	-0.9	8.7	-2.3	-7.8	0.6
FC(F)(F)c1ccccc1NC(=S)N1CCN(c2ncccn2)CC1	0.8	-16.2	-2.2	-5.8	0.0	6.4	-4.9	0.2
Cc1cc(N/N=C/c2ccccc2O)nc(-c2ccccc2O)n1	10.4	-9.6	-1.9	17.7	-7.5	5.5	-17.0	0.5
Cn1nc(-c2ccc(Cl)cc2)cc1NC(=O)CSCC(=O)O	16.3	-2.2	3.8	-18.4	-2.1	-7.7	1.8	3.2
NC(=O)c1c(Nc2nc3c(F)cccc3s2)sc2c1CCCC2	-413.6	1.6	0.4	63.4*	-5.4	27.6	-12.7	-26.8
O=C(CN(Cc1cccs1)C(=O)CCC(=O)Nc1ccccn1)NCc1ccccc1	16.5	-11.4	-1.2	-4.5	-0.1	4.5	-7.0	0.5
O=C(O)C[C@H]1c2cc(C(F)(F)F)ccc2S(=O)(=O)N1C1CCN(Cc2ccccc2)CC1	6.4	-0.1	-8.9	4.8	-4.6	2.6	7.8	-0.1
CCCCn1c(N)c(N(CCOC)C(=O)COC(=O)COc2cccc(C(C)=O)c2)c(=O)[nH]c1=O	9.0	-5.3	-6.5	8.0	-2.5	-1.3	-14.4	-5.1
CC(=O)N(CCC(c1ccco1)C(C)C)Cc1ccc(OC(C)C)cc1 (stereo not drawn)	3.9	0.0	2.1	-0.2	0.1	-5.1	-6.9	-6.8
CC(C)(C)OC(=O)N1CCCC(C(=O)Nc2cccc(C(=O)N3CCCC3)c2)C1 (stereo not drawn)	9.1	-4.9	4.0	-0.5	-9.1	5.3	3.3	0.3
CN(CC(=O)N1CCN(c2ccccn2)CC1)S(=O)(=O)c1ccccc1	-28.3	-4.4	7.0	18.9	4.1	-16.0	2.5	1.2
Cc1cccc(NC2=NC3(CCCCC3)N=C(N)N2)c1C	11.4	-5.6	-0.1	-15.4	5.4	-0.8	-11.6	1.6
NC(=S)NNC(=O)COc1ccccc1O	20.9	1.2	7.2	12.1	-6.5	-3.5	4.5	2.1
CCCCn1c(N)c(-c2nc3ccccc3o2)c2c([N+](=O)[O-])nn(CC)c(=O)c21	14.3	-9.4	6.1	-14.5	16.1	12.6	-0.7	0.7
COC(=O)c1cc(-c2ccccc2)n(CCN)c1C	-4.2	-26.0	-4.5	12.5	-6.0	6.9	-10.4	-11.2
Nc1ccc(-c2nc3ccc(N)cc3o2)cc1	-422.8	67.9*	61.1*	21.6	4.0	-5.2	47.0	-16.8
Cc1nc(C)c(-c2ccn(S(=O)(=O)c3ccc(Cl)cc3)n2)o1	9.9	-3.5	-2.0	8.7	-2.1	-2.8	0.4	1.7
Cc1cccc(Nc2c([N+](=O)[O-])c(=O)oc3ccccc23)c1	25.9	-13.1	4.0	-12.7	2.7	-20.6	7.5	-0.6
CN(Cc1ccccc1)C(=O)c1nc2ccccn2c1CNCCCOc1cccnc1	-26.2	-8.6	1.3	9.0	-2.2	-7.8	-11.0	-4.4
CCC1(c2ccccc2)NC(=O)N(CC(=O)N(CC(=O)Nc2ccccc2C(F)(F)F)Cc2ccco2)C1=O (stereo not drawn)	3.4	2.2	1.1	4.8	0.7	9.5	-4.3	3.7
CC1CCc2[nH]c3ccc(C(=O)N(C)CC(=O)Nc4ccccc4Cl)cc3c2C1 (stereo not drawn)	-41.0	-18.8	-5.6	59.8*	-3.3	15.6	6.0	-69.1
CCCn1c(SCC(=O)Nc2c(C)cccc2CC)nnc1C(C)C	9.8	-10.7	-4.1	13.7	-7.7	-1.0	3.7	1.3
COc1ccccc1NC(=O)c1oc2ccccc2c1NC(=O)c1ccco1	-61.6	-4.1	4.5	8.1	-3.2	0.1	-0.4	1.1
COc1ccc(C2C3=C(CC(C)(C)CC3=O)Oc3ncn4nc(-c5cccnc5)nc4c32)cc1 (stereo not drawn)	12.2	26.3	9.0	3.3	6.7	-1.5	2.9	0.8
COc1ccccc1NC(=O)c1ccc(NC(=O)CSc2ncn[nH]2)cc1	9.2	-7.6	-3.1	-4.8	-0.3	-11.0	-1.8	1.7
CC(=O)NS(=O)(=O)c1ccc(NC(=O)c2ccc(Br)o2)cc1	7.0	-23.2	-4.1	-1.4	-5.3	5.9	-6.6	0.8
N=C1/C(=C\c2ccc(OC(=O)c3ccc(F)cc3)cc2)C(=O)N=C2SC(N3CCOCC3)=NN12	-39.3	-16.4	7.0	-19.4	13.7	5.8	-13.3	-5.5
Cc1ccc(C)n1CCN1CCN(C(=O)CSc2nc3ccccc3nc2N2CCOCC2)CC1	-16.2	-13.3	-7.9	3.9	-1.2	19.8	-4.7	-2.3
O=C(c1cn(-c2ccccc2)nc1-c1cccc(Br)c1)N1CCOCC1	10.9	-7.8	-3.6	1.9	4.2	25.1	-8.6	1.4
Cc1ccc2[nH]c(C)c(/C=C/c3cc[n+](C)cc3)c2c1	40.3*	-5.5	1.3	13.3	-2.6	12.3	6.5	-24.0
CC(=O)Nc1cccc(C(=O)NCCc2ccco2)c1	13.0	-9.8	1.1	7.3	0.0	-1.0	-5.2	3.7
O=C(Nc1ncn[nH]1)c1c(Cl)ccc(Cl)c1Cl	11.6	0.1	5.6	19.5	2.5	-46.6	0.5	0.6
O=C(Nc1nc2cc3c(cc2s1)OCO3)c1ccco1	-352.1	x	x	-3.4	5.0	x	x	2.8
O=C(CC1CS(=O)(=O)CC1CC(=O)Nc1ccc2c(c1)OCCO2)Nc1ccc2c(c1)OCCO2 (stereo not drawn)	-2.6	-2.7	0.3	9.9	-0.1	-5.1	6.7	-5.4
CCc1ccc(NC(=O)c2sc3nc(C)nc(N4CCN(c5ccccn5)CC4)c3c2C)cc1	-6.9	-7.1	4.9	-5.5	-0.3	30.1	-8.8	3.4
Nc1nc(SCC(=O)Nc2ccc(Cl)cc2C(F)(F)F)n[nH]1	7.8	0.7	0.8	4.1	-5.7	5.7	5.8	1.6
O=C(Nc1nc2cc3c(cc2s1)OCCO3)c1ccc(N2C(=O)CCC2=O)cc1	-413.4	-14.7	0.7	1.9	-7.3	-19.2	-1.6	1.6
COc1ccc2nc(N=Nc3ccc(N(C)C)cc3)sc2c1	32.6	x	x	13.9	2.2	x	x	-1.3
N#Cc1ccc(CN2CCN(C(=O)c3cn(Cc4ccccc4)nc3-c3cccnc3)CC2)cc1	0.3	-1.1	10.9	-0.4	-1.2	5.8	-7.5	-0.6
O=C(NCc1ccccc1)C1=C[C@@H](C2CC2)C[C@@H](OCCCCO)O1	13.1	-11.0	-6.7	12.8	-2.1	-1.3	-13.9	0.5
CCOC(=O)c1c(N)sc(C(=O)N(C)C)c1C	11.6	-4.4	0.2	8.0	-4.4	-12.3	-8.5	0.8
COc1ccc(CC(=O)OCC(=O)Nc2cccc(Br)c2)cc1	17.5	13.9	-6.7	-12.5	-7.4	8.3	-1.9	4.3
S=c1[nH]c2ccc3ccccc3c2[nH]1	2.3	-9.0	-4.5	-1.3	-10.2	-8.6	-8.8	1.7
CCN(c1ccccc1)S(=O)(=O)c1ccc(Cl)c(C(=O)OCC(=O)c2[nH]c(C)c(C(C)=O)c2C)c1	10.3	3.9	1.4	1.9	0.1	11.8	0.7	3.5
COc1ccc(NC(=O)CCc2nnc3ccc(NCc4ccco4)nn23)cc1OC	3.2	-5.9	-5.7	3.9	3.0	-19.7	0.2	-10.3
COCCN(Cc1ccco1)C(=O)C1CCCN(c2ncnc3c2nc2n3CCCCC2)C1 (stereo not drawn)	8.4	19.6	6.9	-11.9	1.9	4.1	-0.4	2.8
CS(=O)(=O)N(CC(=O)NC1CCCCCC1)Cc1ccc(Cl)cc1	6.9	2.8	7.8	-8.1	8.6	-4.0	7.9	1.4
Nc1c(C(=O)NCc2ccc(F)cc2)c2nc3ccccc3nc2n1CCCN1CCOCC1	-250.5	78.2*	57.3*	37.7	15.1	59.2*	80.2*	-32.8
CCCCNC(=O)CSc1ccc(S(=O)(=O)N2CCOCC2)cn1	16.7	-12.0	-8.2	0.6	-0.9	14.1	-8.3	0.0
CCCCOC(=O)c1ccc(NC(=O)CN2C(=O)NC3(CCCCCC3)C2=O)cc1	-0.6	12.2	4.2	6.2	3.8	12.2	10.5	0.1
CCOC(=O)C1(C)NC(c2ccc(OC)cc2OC)C2C(=O)N(c3cccc(OC)c3)C(=O)C21 (stereo not drawn)	11.7	-26.2	-17.9	-12.2	-4.4	7.1	-3.0	-1.5
Cc1ccc(C(=O)NC2CCN(S(=O)(=O)c3ccc(C)cc3)CC2)cc1	13.6	4.1	-4.7	-3.3	-5.9	-16.5	4.3	2.1
